Source: PubChem BioAssay
AMPAR-TARP mod: GluA2-stargazin AMPA receptor complex modulation; calls only at 30 µM; AID 1259245; HEK293 GluA2+stargazin, membrane potential dye (FDSS), glutamate EC50; hits were called plate by plate, in both directions; 40,000 compounds, 3.5% hits;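 active = any of four per-well response measures lying three or more SD from its plate-wide compound average, in either direction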
AMPAR-TARP mod agonism max-min: second read-out of AMPAR-TARP mod, no call of its own (marks repeat the call); compound max-min signal; compound-alone response (agonism);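 unitless range of fluorescence divided by baseline over first 100 seconds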
AMPAR-TARP mod glutamate slope: recorded beside AMPAR-TARP mod, whose call it bears; glutamate slope, % of max; measured here: glutamate response slope, % max;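 scaled per plate between vehicle wells and maximal 1 mM glutamate control wells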
An asterisk follows results filed as active; i = inactive; + = active, no number; & = joins results of further samples. These rows are one share of the data, so the mix of outcomes need not match the whole.

A first look:
SMILES	AMPAR-TARP mod	AMPAR-TARP mod agonism max-min	AMPAR-TARP mod glutamate slope
O=C(CN1C(=O)CCC1=O)N1CCOCC1	i	0.043	34
COc1cccc(-n2nnnc2SCC(=O)Nc2ccc(Cl)cc2)c1	i	0.085&0.052	49&96
Cc1cc(NC(=O)CC2CCCCC2)n(-c2nc3c(cnn3-c3ccc(C)c(C)c3)c(=O)[nH]2)n1	i	0.061	51
Cc1ccc(C)c(N2CCn3c2nc2c3c(=O)n(CC(=O)C(C)(C)C)c(=O)n2C)c1	i	0.091	62
O=C(Nc1ccc(Cl)cc1)c1ccc(=O)n(Cc2ccccc2Cl)c1	i	0.13	57
Cc1ccc(NC(=O)CSc2nc(=O)n(CCCO)c3c2CCC3)cc1F	i	0.057	55

Main list, repeating the preview:
SMILES	AMPAR-TARP mod	AMPAR-TARP mod agonism max-min	AMPAR-TARP mod glutamate slope
O=C(CN1C(=O)CCC1=O)N1CCOCC1	i	0.043	34
COc1cccc(-n2nnnc2SCC(=O)Nc2ccc(Cl)cc2)c1	i	0.085&0.052	49&96
Cc1cc(NC(=O)CC2CCCCC2)n(-c2nc3c(cnn3-c3ccc(C)c(C)c3)c(=O)[nH]2)n1	i	0.061	51
Cc1ccc(C)c(N2CCn3c2nc2c3c(=O)n(CC(=O)C(C)(C)C)c(=O)n2C)c1	i	0.091	62
O=C(Nc1ccc(Cl)cc1)c1ccc(=O)n(Cc2ccccc2Cl)c1	i	0.13	57
Cc1ccc(NC(=O)CSc2nc(=O)n(CCCO)c3c2CCC3)cc1F	i	0.057	55
COc1ccc(C(=O)N2CC(C)C(=O)Nc3ccccc32)cc1OC (configuration not stated)	i	0.086	51
O=C(NC1CCc2ccccc21)c1nnn(-c2ccc(F)cc2)c1-c1ccncc1 (configuration not stated)	i	0.026	25
O=C(NCc1cccs1)NCC1CCN(C(=O)Nc2ccc(F)cc2)CC1	i	0.05	62
Nc1ccccc1Sc1ncnc2sc3c(c12)CCCC3	i	0.057	53
COc1cccc(C(CNC(=O)C(=O)NC2CCCCC2)N2CCOCC2)c1 (configuration not stated)	i	0.05	50
COc1ccccc1NC(=O)CN1CCN(CC(=O)Nc2ccc3c(c2)OCCO3)CC1	i	0.069	40
COc1cn2c(cc1=O)C(=O)N(CCNC(=O)c1ccc(Br)o1)CC2	i	0.085	63
Cc1ccc(S(=O)(=O)N(C)CC(=O)N2CCOCC2)cc1	i	0.072	80
O=C(Cc1csc(Nc2cccc(Cl)c2)n1)N1CCN(c2ncccn2)CC1	i	0.16	49
COCc1c(C(=O)NCc2ccco2)nnn1-c1ccc(C)cc1	i	0.13	63
COc1ccc(-c2nnc(NC(=O)C3CCCCC3)o2)cc1OC	i	0.047	52
COc1cccc2cc(C(=O)NCC(c3ccco3)N3CCN(c4ccc(F)cc4)CC3)c(=O)oc12 (configuration not stated)	i	0.13	49
CC(C)NC(=O)N1CCN(Cc2nc(-c3ccco3)cs2)CC1	i	0.16	57
O=C(c1ccccc1)N1CCCc2ccc(NS(=O)(=O)c3cccc(F)c3)cc21	i	0.11	45
COc1ccc(S(=O)(=O)c2cnc(SCC(=O)Nc3ccc(C)cc3)[nH]c2=O)cc1Cl	i	0.13	67
Cc1cc(C)n(CCNC(=O)C2CC2)n1	i	0.14	50
O=C(c1cccs1)N(CCCn1ccnc1)c1nc2ccccc2s1	i	0.11	43
CC(C)n1ccc(-c2nnc(NC(=O)c3ccc(S(=O)(=O)N4CCOCC4)cc3)o2)n1	i	0.057	39
O=C(Cc1csc(Nc2ccccc2)n1)NCCc1c[nH]c2ccccc12	+	0.19*	45*

Carrying on.
SMILES	AMPAR-TARP mod	AMPAR-TARP mod agonism max-min	AMPAR-TARP mod glutamate slope
CNC(=O)Cn1nnn(-c2ccc(NC(=O)C(C)(C)Oc3ccc(Cl)cc3)cc2)c1=O	i	0.15	54
CCOC(=O)N1CCN(c2ncnc3c2nnn3-c2cccc(F)c2)CC1	i	0.066	58
Cc1cn2c3c(=O)n(CCN4CCOCC4)c(=O)n(C)c3nc2n1C1CCCC1	i	0.07	24
COCCNC(=O)Cn1cc(-c2nnc(-c3ccco3)o2)c2ccccc21	i	0.099	61
COc1ccc2nc(N(CCN3CCOCC3)C(=O)/C=C/c3cccs3)sc2c1	i	0.14	55
O=C(Cn1cnc(-c2cccs2)cc1=O)NCCc1c[nH]c2ccccc12	i	0.083	57
CCCCNC(=O)COc1c(C)cc(Br)cc1C	i	0.099	65
CSc1ccccc1NC(=O)c1ccc(N2CCCCS2(=O)=O)cc1	i	0.087	57
COc1ccc(OC)c(-n2c(-c3ccccc3)cn3c4c(=O)n(CC(C)=O)c(=O)n(C)c4nc23)c1	i	0.036	49
COC(=O)N1CCc2c(sc(NC(=O)c3ccc(C)c(C)c3)c2-c2nc3ccccc3s2)C1	i	0.069	31
Cc1ccc(N2CCn3c(SCC(=O)N4CCCC4)nnc32)cc1	i	0.15	76
COc1ccc(Cl)c2sc(N(Cc3ccncc3)C(=O)c3ccn(C)n3)nc12	i	0.12	52
O=C1OC(C(=O)O)Cc2ccc(Br)cc21 (configuration not stated)	i	0.091	72
COc1ccc(NC(=O)c2ccc(S(=O)(=O)N(C)C3CCCCC3)cc2)cc1	i	0.11	56
Cc1cccc(Cn2c(N3CCC(C(N)=O)CC3)nc3c2c(=O)n(C)c(=O)n3C)c1	i	0.073	42
NC(=O)c1ccc(NC(=O)c2nn(-c3ccc(F)cc3)cc2OCc2ccccc2)cc1	i	0.16	44
O=C(NCC1CCN(c2ncccn2)CC1)c1cnccn1	i	0.092	60
COc1ccc(-c2ccc(=O)n(CCNS(=O)(=O)c3cccc(F)c3)n2)cc1	i	0.041	3
CSc1ccccc1C(=O)N(C(=O)N1CCCCC1)c1ccc(Cl)cc1	i	0.049	75
CC1CCN(C(=O)Cn2cc(OCc3ccccc3F)c(=O)cc2CO)CC1	i	0.039	68
CC(C)c1noc(CCCN)n1	i	0.033	38
COc1ccc(Cl)cc1C(=O)NCC1CCN(Cc2ccccc2SC)CC1	i	0.058	35
COc1ccc(OC)c(/C=C2\Oc3cc(OCC(=O)OC(C)(C)C)ccc3C2=O)c1	i	0.096	58
O=C(c1nn(-c2ccc(F)cc2)cc1OCc1ccccc1)N1CCOCC1	i	0.06	45
CCCCCn1c(=O)c2c(nc3n2CC(C)CN3c2ccc(Oc3ccccc3)cc2)n(C)c1=O (configuration not stated)	i	0.067	53

(next part)
SMILES	AMPAR-TARP mod	AMPAR-TARP mod agonism max-min	AMPAR-TARP mod glutamate slope
Cc1nc(SCc2nc(-c3ccccc3Cl)no2)[nH]c(=O)c1CCO	i	0.082	52
CC1CN(c2ncnc3c2cnn3CCNC(=O)C2CC(=O)N(c3ccccc3)C2)CC(C)O1 (configuration not stated)	i	0.07	69
CCOC(=O)NCC(C)(O)COC (configuration not stated)	i	0.077	60
C=CCn1c(=O)c(C(=O)NCc2ccc(Cl)cc2)c(O)c2ccccc21	i	0.089	78
CC1CCc2cc(F)ccc2N1C(=O)CCCSc1ccc(NC(=O)C2CC2)nn1 (configuration not stated)	i	0.12	61
COc1cccc2cc(C(=O)NCC(O)(c3cccs3)C3CC3)c(=O)oc12 (configuration not stated)	i	0.15	42
COc1cccc(NC(=O)NCCNc2ccc(Nc3ccccn3)nn2)c1	i	0.1	50
CN(C)C(CNC(=O)c1ccc(C(C)(C)C)cc1)c1ccc(F)cc1 (configuration not stated)	i	0.061	48
CCC(=O)N1CCN(c2cc(-n3ccnc3)ncn2)CC1	i	0.11	44
Cn1ccnc1N1CCN(C(=O)CCSc2ccccc2)CC1	i	0.03	33
CCC(=O)N1CCCc2ccc(NC(=O)c3cc(OC)cc(OC)c3)cc21	i	0.088	52
COc1ccccc1-n1c(C)c(C)n2c3c(=O)n(C)c(=O)n(C)c3nc12	i	0.064	25
Cc1ccc(OCC(=O)n2ccc(C)n2)c(Br)c1	i	0.055	34
O=C(Cn1cccn1)N1CCN(C(=O)c2cnn3ccccc23)CC1	i	0.091	59
O=C(Oc1ccccc1)N1CCC(CNS(=O)(=O)c2ccccc2F)CC1	i	0.1	54
CCn1nnc2c(N3CCN(C(=O)C4CC(=O)N(c5ccc(F)cc5)C4)CC3)ncnc21 (configuration not stated)	i	0.052	40
O=C(Nc1nc(-c2nc3ccccc3s2)cs1)c1cc(-c2ccco2)on1	i	0.1	68
O=C(CCc1ccccc1)N(CCN1CCOCC1)c1nc2ccc(Br)cc2s1	i	0.048	58
CCNC(=O)c1ccc(N(C)S(=O)(=O)c2ccc(C)cc2)cc1	i	0.094	60
CCCOc1cccc(C2/C(=C(\O)c3ccc(F)cc3)C(=O)C(=O)N2CCCN(C)C)c1 (configuration not stated)	i	0.11	57
COc1cc(OC)cc(C(=O)N2CCC3(CC2)C(=O)N(C)C(=O)N3C)c1	i	0.11	49
COc1ccc(N(CC(=O)N2CCN(c3ccccc3)CC2)S(=O)(=O)c2cccnc2)cc1	i	0.13	55
COc1ccc(N2CCN(CCCn3c(C)c(C)n4c5c(=O)[nH]c(=O)n(C)c5nc34)CC2)cc1	+	0.14*	37*
COc1ccccc1NC(=O)Cc1csc(NC(=O)c2ccc(=O)[nH]c2)n1	i	0.09	48
Cc1cc(C(=O)N2CCOCC2)nn1CC(=O)Nc1ccc2c(c1)OCCO2	i	0.091	62

The list continues.
SMILES	AMPAR-TARP mod	AMPAR-TARP mod agonism max-min	AMPAR-TARP mod glutamate slope
C=CCNC(=O)Cn1cc(OC)c(=O)cc1CSc1nnnn1C	i	0.058	50
COc1ccc(Cl)cc1NC(=O)Cn1c(-c2ccc(F)cc2)ncc(C#N)c1=O	i	0.12	43
CC(=O)c1cccc(NS(=O)(=O)c2ccc(Oc3ccccc3)cc2)c1	i	0.12	48
COC(=O)c1sc2ccccc2c1S(=O)(=O)N1CCN(c2ncccn2)CC1	i	0.11	47
CC(C)c1ccc2c(c1)sc(=NC(=O)c1ccn(C)n1)n2C	i	0.093	62
CCCN1CCCc2cc(CCNC(=O)C(=O)Nc3ccc(C)c(Cl)c3)ccc21	i	0.069	-1
O=C(NCc1ccccc1)N1CCN(c2ccc(-c3cccs3)nn2)CC1	i	0.085	51
O=C(NCCOc1ccc(-c2ccco2)nn1)c1cccc(C(F)(F)F)c1	i	0.028	68
Cc1ccc([N+](=O)[O-])cc1NC(=O)CN1C(=O)c2ccccc2S1(=O)=O	i	0.12	53
O=C(NCCC(O)c1ccco1)C(=O)NCC1CCCO1 (configuration not stated)	i	0.079	58
CC(C)C(=O)NCCCn1nc(-c2ccco2)ccc1=O	i	0.1	67
O=C(CCCS(=O)(=O)c1ccc(F)cc1)N(Cc1ccccn1)c1nc2ccccc2s1	i	0.075	58
CCc1ccc(NC2CC(=O)N(c3ccc(OC)cc3)C2=O)cc1 (configuration not stated)	i	0.081	47
O=C(Nc1ccccc1C(F)(F)F)N1CCC(c2cccs2)CC1	i	0.078	72
Cc1ccc(S(=O)(=O)c2c(C)nn(-c3ccccc3)c2OC(=O)CCc2ccccc2)cc1	i	0.082	60
Cn1ccnc1N1CCN(C(=O)c2ccc3nsnc3c2)CC1	i	0.064	28
COc1ccc(S(=O)(=O)CCCC(=O)Nc2nc3c(C)ccc(Cl)c3s2)cc1	i	0.12	55
O=C(NCCC(c1ccccc1)c1ccccc1)C(=O)Nc1cccc(C(F)(F)F)c1	i	0.097	68
Cc1ccc(-n2nc3c(c2NC(=O)C(=O)NCc2ccccc2Cl)CSC3)cc1	i	0.027	65
Cc1nc2cc(NC(=O)Cc3csc(Nc4ccc(Cl)cn4)n3)ccc2s1	i	0.25	36
Cn1nc(-c2cccc(NC(=O)c3ccc(Cl)c([N+](=O)[O-])c3)c2)ccc1=O	i	0.11	55
CC(=O)Nc1ccc(S(=O)(=O)Nc2ccc3c(c2)N(C(=O)C(C)(C)C)CC3)cc1	i	0.071	65
CCNC(=O)C(=O)NCC1OCCCN1S(=O)(=O)c1ccc(OC)c(C)c1 (configuration not stated)	i	0.088	53
COc1cc(/C=C/C(=O)c2ccccc2O)cc(OC)c1OC	i	0.13	43
O=C(CCCS(=O)(=O)c1ccc(Cl)cc1)Nc1nc(-c2cccs2)cs1	i	0.085	55

Compound profiles (already shown). Order of values: AMPAR-TARP mod	AMPAR-TARP mod agonism max-min	AMPAR-TARP mod glutamate slope
Profile of CC(C)C(=O)NCCCn1nc(-c2ccco2)ccc1=O : i	0.1	67
Profile of COC(=O)c1sc2ccccc2c1S(=O)(=O)N1CCN(c2ncccn2)CC1 : i	0.11	47
Profile of COc1ccc(Cl)cc1NC(=O)Cn1c(-c2ccc(F)cc2)ncc(C#N)c1=O : i	0.12	43
Profile of O=C(NCCC(O)c1ccco1)C(=O)NCC1CCCO1 (configuration not stated) : i	0.079	58

New compounds follow.
SMILES	AMPAR-TARP mod	AMPAR-TARP mod agonism max-min	AMPAR-TARP mod glutamate slope
Cc1ccccc1-n1nc2c(c1-n1cccc1)CN(C(=O)c1ccco1)C2	i	0.067	68
O=c1n(Cc2cc(F)cc(F)c2)nc2ccc(S(=O)(=O)N3CCCCC3)cn12	i	0.078	57
COc1cccc(C(=O)NCc2ccc3[nH]c4c(c3c2)CCCC4)c1	i	0.15	47
COc1ccc(C(=O)N(C(=O)N2CCCCC2)c2cccc(Cl)c2)cc1OC	i	0.069	63
O=C(Nc1ccc(-n2cnnn2)cc1)c1csc(-c2cnccn2)n1	i	0.24	75
COc1ccc(S(=O)(=O)CCCC(=O)Nc2ccccc2)cc1	i	0.091	62
O=C(c1ccc(Cl)cc1)N1CCC2(CC1)NC(=O)N(CCOc1ccccc1)C2=O	i	0.078	24
COc1ccccc1-c1nnc(NC(=O)c2ccc(C)cc2)o1	i	0.12	77
O=C(CSc1nc(=O)n(CCO)c2c1CCCC2)N1CCN(c2ccccc2)CC1	i	0.028	52
CCCOc1ccc(S(=O)(=O)N2CCN(CCO)CC2)cc1C	i	0.05	52
COc1ccc2c(CC(=O)Nc3ccccc3C(N)=O)cc(=O)oc2c1	i	0.1	56
Cc1ccc(C)c(Sc2cc(N3CCC(C(=O)NCC(C)C)CC3)ncn2)c1	i	0.11	71
CCOCCn1c(=O)c2c(nc3n(-c4cc(C)cc(C)c4)c(-c4ccccc4)cn23)n(C)c1=O	i	0.051	69
